ER stress rescue: rescue of cells from ER stress-induced death, primary screen, 384-well, CSM14.1, thapsigargin, ATP luminescence (AID 1222); cellular ATP content (survival), % at 20 µM; hits with a dose series show EC50 in µM; CSM14.1 thapsigargin-induced death rescue, ATP luminescence; higher % means a stronger effect; 190,000 tested, under 10 active;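 active = EC50 below 50 µM in the dose-response confirmation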;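 also: death triggered by thapsigargin at about 15 µM added after 2 h compound pretreatment; cell ATP read after overnight thapsigargin exposure of roughly 18 to 22 hours; normalized against plate controls of thapsigargin alone and 5% DMSO vehicle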
LYP inhibition: inhibitors of LYP phosphatase, biochemical, fluorescence intensity, uHTS (AID 1779); Tyrosine-protein phosphatase non-receptor type 22 (Homo sapiens); inhibition, % at 11.5 µM, or IC50 in µM where a hit was titrated; hit rate 0.054% among 290,000; recombinant LYP phosphatase, fluorescence intensity; higher % means a stronger effect;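 also: plate controls were vehicle with enzyme for no effect and no enzyme for full effect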
HEK293 NOD2/NF-kB: NOD2 signaling inhibitors, cell-based, luminescence, uHTS, HEK293 (AID 1566); HEK293 NOD2/NF-kB luciferase reporter, luminescence; higher % means a stronger effect; inhibition, % at 4 µM; hits with a dose series show EC50 in µM; hit rate 0.63% among 290,000; also: many of its hits are not listed in these tables
M17LAP inhibition: P. falciparum M17LAP inhibitors, primary screen, biochemical, fluorogenic H-Leu-NHMec substrate, 1536-well (AID 1619); inhibition, % at 30 µM; hits with a dose series show IC50 in µM; hit rate 0.38% among 220,000; Leucine aminopeptidase (Plasmodium falciparum (isolate 3D7)); recombinant M17LAP, H-Leu-NHMec fluorogenic kinetic assay; higher % means a stronger effect;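 active = compound inhibiting the enzyme by more than half at any dose during confirmatory dose-response retesting; inconclusive = strong single-dose inhibitors picked by rank but not retested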;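 also: plate controls were full reaction with DMSO carrier for no effect and no enzyme background for full effect; strong numbers were not always called active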
Hep lipid drop: inhibitors of hepatocyte lipid droplet formation, primary screen, imaging, high-throughput imaging, BODIPY stain. AML12 mouse hepatocytes, oleate lipid droplets. inhibition, % at 6.5 µM. hit rate 0.4% among 240,000. AID 1656, 2009;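 active = lipid droplet intensity inhibited by at least 50%, with more than 500 cells counted; inconclusive = wells with under 300 cells, treated as cytotoxic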
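Test system: AML12 mouse liver cells; schedule: overnight exposure; technique: high-content imaging of BODIPY-stained droplets and DAPI nuclei; read-out: % inhibition of corrected integrated BODIPY droplet signal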
Siah-1 displacement: Siah-1 peptide-binding antagonists, primary screen, biochemical, fluorescence polarization, rhodamine-plectin, uHTS (AID 1817) | hit rate 0.02% among 290,000 | displacement, % at 20 µM, or IC50 in µM where a hit was titrated | Siah-1 / rhodamine-plectin peptide fluorescence polarization; higher % means a stronger effect;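 active = displacement of at least 50% at 20 µM, with a fluorescence ratio check between 0.3 and a set limit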;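 also: plate controls were Siah plus tracer with DMSO for no effect and tracer alone without Siah for full effect; strong numbers were not always called active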
M1AAP inhibition: P. falciparum M1AAP inhibitors, biochemical, fluorogenic H-Leu-NHMec substrate, 1536-well (AID 1445) | recombinant M1AAP, H-Leu-NHMec fluorogenic kinetic assay; higher % means a stronger effect | inhibition, % at 30 µM; hits with a dose series show IC50 in µM | hit rate 0.42% among 220,000;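 active = primary inhibition above the hit cutoff, then over 50% inhibition at one or more dose response concentrations, cut at about 23% in these data, passing the limit was not always enough; inconclusive = conflicting primary data, or primary hits not chosen for dose response; inactive = low primary inhibition, or under 50% at every dose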;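 also: plate controls were DMSO full reaction for no effect and no enzyme background for full effect; strong numbers were not always called active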
AID2073: inhibitors of Mint1-CaV2.2 protein interaction, biochemical, HTRF (AID 2073) | Voltage-dependent N-type calcium channel subunit alpha-1B (Homo sapiens) | HTRF protein-protein interaction, Mint1-CaV2.2; higher % means a stronger effect | one-dose inhibition, % at 20 µM; IC50 in µM for titrated hits | hit rate 0.19% among 290,000; in the data active = inhibition mostly above about 51%, no sharp cut-off; inconclusive = no clear call, values can overlap the other calls; inactive = mostly below about 53%; also: some results filed as inactive read as strong as hits
XIAP displacement: XIAP antagonists, biochemical, IAP family, fluorescence polarization (AID 1018). E3 ubiquitin-protein ligase XIAP (Homo sapiens). XIAP BIR domain, fluorescence polarization peptide displacement; higher % means a stronger effect. displacement, % at 20 µM, or IC50 in µM where a hit was titrated. hit rate 0.007% among 200,000; in the data active = displacement above about 50%; also: a part of the inactive calls stands beside numbers as strong as those of hits
Hep lipid drop cells 6.5 µM: recorded beside Hep lipid drop, whose call it bears; cell count; measured here: cell count, cytotoxicity flag;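 cells counted across two imaged fields per well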
* hit, by the source's call; ? = inconclusive; / = not tested or not shown. Rule as the data show it, unless noted: active = inhibition above about 50%; inactive = the rest. These rows are one share of the data (hit frequency here may not be typical).

Results follow in this order: ER stress rescue | LYP inhibition | HEK293 NOD2/NF-kB | M17LAP inhibition | Hep lipid drop | Hep lipid drop cells 6.5 µM | Siah-1 displacement | M1AAP inhibition | AID2073 | XIAP displacement
O=C(Nc1ccc(F)cc1F)N1CCC(c2nc3ccccc3o2)CC1
    1.0% | -9% | -4% | 2% | 4 | 696 | 2% | -2% | -2% | -4.9%
COc1cc(CNCCCN2CCOCC2)ccc1OCC(=O)Nc1cccc(C(F)(F)F)c1
    -4.7% | -12% | 16% | 11% | / | / | 1% | -9% | -1% | -2.4%
CC(C)C(c1nnnn1C1CCCC1)N1CCc2ccccc21 (stereo not drawn)
    -1.8% | 1% | 13% | 7% | / | / | 1% | 8% | 30% | -2.0%
Cc1cc(C)n(-c2ccc(Cl)c(C(=O)O)n2)n1
    -2.9% | -4% | 11% | 7% | / | / | 2% | 3% | -2% | 0.3%
COC(=O)c1c(NC(=O)c2c(OC)cccc2OC)sc2c1C(C(=O)OC)CC2 (stereo not drawn)
    / | 0% | 22% | / | 2 | 828 | -1% | / | 18% | /
CC(=O)c1c(C)[nH]c(C(=O)OCC(=O)N(C)C)c1C
    0.8% | -10% | -26% | 5% | / | / | 1% | 3% | 5% | -4.6%
COc1ccc(C2N(c3cccc(Cl)c3)C(=O)C3CCCN32)cc1 (stereo not drawn)
    -1.7% | -2% | 0% | 0% | / | / | -3% | 2% | -5% | -13%
CC1CCN(C(=O)CN(C)S(=O)(=O)c2cccc3nsnc23)CC1
    5.3% | -4% | 18% | 1% | / | / | 3% | 1% | 5% | -7.4%
O=C(CCN1CCN(S(=O)(=O)c2cccc([N+](=O)[O-])c2)CC1)Nc1ccccc1F
    / | -12% | 4% | / | 18 | 713 | -4% | / | -3% | /
C/C(=N\NC(=O)c1ccc(O)cc1)c1ccc(NC(=O)Cc2ccccc2)cc1
    / | -5% | -3% | / | 10 | 650 | -4% | / | 4% | /
Cc1ccc(S(=O)(=O)N2CCOc3ccccc32)c(C)c1NS(C)(=O)=O
    / | -7% | 4% | / | / | / | -1% | / | 12% | /
C/C(=N\N1C(C)CCCC1C)c1ccccc1O (stereo not drawn)
    / | 0% | -9% | / | 0 | 854 | -3% | / | 10% | /
COc1cc(S(=O)(=O)Nc2ccccc2)ccc1NC=O
    -2.6% | -4% | 7% | -9% | 6 | 778 | 3% | 5% | 3% | -6.2%
COCc1[nH][nH]c(=O)c1/C=N/N1CCOCC1
    / | -2% | 12% | 3% | 12 | 732 | 8% | 7% | ? | -0.4%
O=C(Nc1ccc2[nH]ccc2c1)c1ccc(F)cc1
    / | -8% | -162% | -1% | 0 | 701 | 10% | 2% | 16% | /
Cn1c(=O)c2c(nc(SCC(=O)NCc3ccc4c(c3)OCO4)n2Cc2ccc(F)cc2)n(C)c1=O
    -3.3% | -3% | 9% | -3% | -28 | 698 | -1% | -4% | 3% | -7.0%
O=C1Nc2c(c(=O)[nH]c(=O)n2-c2ccccc2)C(C(F)(F)F)(C(F)(F)F)N1
    2.8% | -8% | -7% | 19% | -1 | 730 | 4% | 1% | 15% | -3.0%
CC(C)OCC(O)CN1CCNCC1 (stereo not drawn)
    1.0% | -10% | 10% | 5% | / | / | 3% | -1% | -8% | -2.2%
CC(=O)Nc1ccnc(-c2cccnc2)n1
    1.5% | 0% | -13% | -1% | / | / | 2% | 2% | -3% | -3.9%
CCOC(=O)NC(C)N1C(=O)C2C3C=CC(C3)C2C1=O (stereo not drawn)
    1.6% | -12% | -5% | -4% | -49 | 682 | -4% | -2% | -1% | -3.2%
Oc1ccccc1/C=N/Nc1nccnc1Cl
    -2.0% | 4% | -182% | 21% | -86 | 615 | 9% | -10% | 14% | 81%
O=C(NC(=S)Nc1ccc(F)c([N+](=O)[O-])c1)c1ccccc1F
    -0.5% | -8% | -38% | 1% | 9 | 683 | 6% | 3% | 3% | -5.6%
Cc1ccc(-c2c(C(=O)N/N=C/c3c[nH]c4ccccc34)nnn2-c2nonc2N)cc1
    / | 1% | 14% | / | 7 | 757 | 4% | / | 27% | /
CCOc1ccc(NS(=O)(=O)c2ccc(SC)cc2)cc1
    -1.8% | -2% | 7% | 16% | -5 | 709 | 9% | -1% | 4% | -4.1%
O=C1C2=C(CCCC2)C(=O)N1CNc1ccccc1
    / | -4% | 5% | 9% | 7 | 686 | 15% | 7% | 6% | /
CCCCCOC(=O)C1=C(C)NC(=O)NC1c1ccc2c(c1)OCO2 (stereo not drawn)
    / | -11% | 4% | / | -4 | 834 | 1% | / | 10% | /
CC(C)c1cc(-c2cc(C(=O)NCc3ccccc3)on2)nc(NCC2CC2)n1
    / | 7% | -3% | -6% | / | / | 2% | 8% | ? | /
Cc1cc(N2CCN(Cc3ccccc3)CC2)n2nc(C)c(-c3ccccc3)c2n1
    -1.3% | 1% | -150% | -3% | 14 | 820 | -1% | 4% | 18% | -3.5%
CCc1sc(C(=O)Nc2ccccc2N2CCOCC2)cc1C
    0.0% | -2% | 18% | 16% | -20 | 595 | -4% | 7% | 2% | -4.7%
CCN(C(=O)c1ccc(Cl)cc1[N+](=O)[O-])c1ccccc1C
    -1.3% | -3% | -10% | -3% | -35 | 694 | -7% | -2% | -4% | 5.5%
CCOC(=O)C1CCN(Cc2ccccc2C)CC1
    -2.7% | -15% | 0% | -2% | -7 | 710 | -4% | 0% | -4% | -8.1%
CCOC(=O)C(NC(=O)Nc1ccc(F)cc1)(OCC)C(F)(F)F (stereo not drawn)
    2.9% | -9% | -6% | 7% | -13 | 722 | -1% | 2% | 39% | -7.4%
O=C(Nc1ccccc1F)c1ccc2snnc2c1
    / | -3% | -4% | / | -2 | 825 | 3% | / | 3% | /
COc1ccc(NC(C)=O)cc1NC(=O)CSc1nnc(-c2ccccc2)n1N
    -0.3% | -2% | 1% | 2% | -19 | 710 | 1% | 17% | -6% | -3.2%
CC(C)C(C)NC(=O)COC(=O)/C=C/c1ccc(S(=O)(=O)N2CCc3ccccc32)cc1 (stereo not drawn)
    -1.7% | 2% | 10% | -5% | 6 | 700 | 5% | -4% | 1% | -2.2%
O=C(CSc1nnc(SCC(=O)c2ccco2)s1)c1ccco1
    -0.1% | 3% | -11% | 1% | / | / | -8% | 12% | -18% | -2.3%
O=C(Nc1ccccc1)c1ccc(-c2ccccc2C(F)(F)F)o1
    -2.4% | 1% | -26% | 28% | -17 | 723 | 5% | 1% | 10% | -6.4%
CCn1c(=N)n(CC(O)COc2cccc(C)c2)c2ccccc21 (stereo not drawn)
    / | -5% | -6% | 8% | 2 | 630 | 3% | 0% | -1% | -5.2%
Cc1ccc(C(=O)C2CCOC(C)(C)C2)cc1 (stereo not drawn)
    -0.2% | -8% | -6% | 0% | 17 | 666 | 3% | -3% | -2% | -4.2%
COc1cccc(C(=O)NNC(=O)C(=O)N2CCCCC2)c1
    -0.9% | -8% | -18% | 6% | 13 | 743 | 17% | 2% | -2% | -5.4%
CC(=O)NCCCC(=O)NN1C(=S)N(Cc2ccccc2)C(=O)C1CC(=O)Nc1cccc(C)c1 (stereo not drawn)
    -0.5% | -6% | 3% | 0% | 2 | 716 | -5% | -5% | -3% | -2.5%
CC1(C)CC(=O)C=C(N2CCNCC2)C1
    3.1% | -12% | 7% | -8% | / | / | 3% | 13% | -8% | -1.7%
Nc1nc(SCc2c(F)cccc2Cl)[nH]c(=O)c1-c1ccccc1
    -1.6% | -3% | -12% | 6% | 4 | 718 | 0% | 9% | -10% | -5.1%
CCc1ccccc1N(C(=O)CCC(=O)Nc1cc(C)on1)C(C(=O)NC1CCCC1)c1ccco1 (stereo not drawn)
    0.0% | 4% | 5% | / | / | / | 4% | / | -5% | -2.1%
Cc1nn(-c2ccccc2)c(N2CCCC2)c1/C=N/NC(=O)c1cc(-c2cccs2)nc2ccccc12
    1.6% | 4% | 9% | 0% | 15 | 511 | 3% | 20% | 45% | -12%
COc1cc(/C=C2\SC(=S)N(NC(=O)c3ccc(O)cc3)C2=O)ccc1O
    / | 0% | 7% | / | / | / | -8% | / | 36% | /
COc1ccc(-c2nc(CSCC(=O)NC3CCN(Cc4ccccc4)CC3)c(C)o2)cc1OC
    / | -6% | 38% | / | -15 | 689 | -2% | / | 8% | /
COC(=O)c1ccc(C2/C(=C(/O)c3ccc4c(c3)CC(C)O4)C(=O)C(=O)N2Cc2ccncc2)cc1 (stereo not drawn)
    / | -6% | 13% | / | 14 | 722 | 2% | / | 16% | /

Filtered by structure, the entries above containing an aryl methoxy group.
Results follow in this order: ER stress rescue | LYP inhibition | HEK293 NOD2/NF-kB | M17LAP inhibition | Hep lipid drop | Hep lipid drop cells 6.5 µM | Siah-1 displacement | M1AAP inhibition | AID2073 | XIAP displacement
COc1cc(CNCCCN2CCOCC2)ccc1OCC(=O)Nc1cccc(C(F)(F)F)c1
    -4.7% | -12% | 16% | 11% | / | / | 1% | -9% | -1% | -2.4%
COC(=O)c1c(NC(=O)c2c(OC)cccc2OC)sc2c1C(C(=O)OC)CC2 (stereo not drawn)
    / | 0% | 22% | / | 2 | 828 | -1% | / | 18% | /
COc1ccc(C2N(c3cccc(Cl)c3)C(=O)C3CCCN32)cc1 (stereo not drawn)
    -1.7% | -2% | 0% | 0% | / | / | -3% | 2% | -5% | -13%
COc1cc(S(=O)(=O)Nc2ccccc2)ccc1NC=O
    -2.6% | -4% | 7% | -9% | 6 | 778 | 3% | 5% | 3% | -6.2%
COc1ccc(NC(C)=O)cc1NC(=O)CSc1nnc(-c2ccccc2)n1N
    -0.3% | -2% | 1% | 2% | -19 | 710 | 1% | 17% | -6% | -3.2%
COc1cccc(C(=O)NNC(=O)C(=O)N2CCCCC2)c1
    -0.9% | -8% | -18% | 6% | 13 | 743 | 17% | 2% | -2% | -5.4%
COc1cc(/C=C2\SC(=S)N(NC(=O)c3ccc(O)cc3)C2=O)ccc1O
    / | 0% | 7% | / | / | / | -8% | / | 36% | /
COc1ccc(-c2nc(CSCC(=O)NC3CCN(Cc4ccccc4)CC3)c(C)o2)cc1OC
    / | -6% | 38% | / | -15 | 689 | -2% | / | 8% | /

Arranged by value in AID2073 (lowest first): some entries from above.
| Molecule | AID2073 |
| --- | --- |
| COc1cccc(C(=O)NNC(=O)C(=O)N2CCCCC2)c1 | -2% |
| CCc1sc(C(=O)Nc2ccccc2N2CCOCC2)cc1C | 2% |
| Cc1ccc(-c2c(C(=O)N/N=C/c3c[nH]c4ccccc34)nnn2-c2nonc2N)cc1 | 27% |
